Screening results deposited in PubChem BioAssay by several laboratories.
Rtt109 HAT inh – C. albicans Rtt109 histone acetyltransferase inhibition | Q5AAJ8 | purified Rtt109/Vps75, ThioGlo CoA-SH fluorescence, 4 h | inhibition, % at 34.9 µM | 330,000 compounds, 0.16% hits | AID 540336;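 active = inhibition of at least 50% in every replicate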
CAL PDZ FP-1 – CAL PDZ (human) peptide binding inhibition | purified CAL PDZ, TMR-peptide fluorescence polarization, 1 h | inhibition, % at 24.9 µM | Q9HD26 | AID 602252 | 300,000 compounds, 0.92% hits;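 active = mean inhibition of at least 30% with at least half of replicates also reaching 30%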;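 note: 0% = DMSO neutral control and 100% = excess unlabeled competitor peptide PRC23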
cardiac RTF act – increases calcium sensitivity of human cardiac regulated thin filaments. 340,000 compounds, 0.24% hits. P19429+P45379. IANBD-labeled TnC RTF fluorescence at EC20 calcium; 0% EC20 calcium, 100% full calcium. activation, % at 7.2 µM;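 active = activation above the mean over all tested compounds plus 3 SD, cut at about 30% in these data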;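 note: rise in fluorescence read as greater calcium sensitivity of cardiac thin filaments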
CAL PDZ FP-2 – human CAL PDZ-peptide interaction inhibition. 330,000 compounds, 0.02% hits. purified CAL PDZ, TMR-peptide fluorescence polarization, 1 h. AID 504414. inhibition, % at 20 µM;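 active = highest replicate inhibition of at least 40%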;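 note: plate controls were DMSO neutral control wells for no effect and unlabeled competitor peptide control wells for full effect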
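System: tagged CAL PDZ domain. Schedule: 1 h room-temperature incubation prior to read. Signal: fluorescence polarization (mP). Measure: percent inhibition from loss of millipolarization.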
Cardiac RTF inh – cardiac RTF calcium desensitization. P19429+P45379. IANBD-labeled cardiac RTF, Ca2+ fluorescence. inhibition, % at 7.15 µM. 340,000 compounds, 0.12% hits;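 active = inhibition above the mean inhibition of all tested compounds plus 3 SD, cut at about 17% in these data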;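 note: assay run at fixed EC70 calcium of 1.6 mM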
SR-BI uptake up – enhances SR-BI lipid uptake from DiI-HDL; CHO ldlA[mSR-BI] cells, DiI-HDL uptake fluorescence, 3 h; 100 = double the neutral-control signal; activation, % at 12.5 µM; 320,000 compounds, 0.096% hits;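 active = mean replicate activation of at least 60% and every replicate at or above 60%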;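 note: 0% = median plate neutral-control signal and 100% = twice that signal; values of inactives mirror those of a sister screen read the other way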
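material = CHO ldlA[mSR-BI] cells | medium = Ham's F12 with 0.5% BSA, HEPES 25 mM, pH 7.4 | reagent = fluorescent DiI-HDL, 10 µg/mL final | compound dosing = single-point compound dose | incubation = 3 h, 37 °C | measured by = bottom-read fluorescence, 550/595 nm | measure = HDL uptake via cellular fluorescence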
LANA DNA inh – KSHV C-LANA DNA binding inhibition; inhibition, % at 9 µM; MBP-C-LANA/FAM-LBS DNA binding, fluorescence polarization; AID 504423; 340,000 compounds, 0.078% hits;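 active = highest replicate inhibition at or above 60% at 9 µM, even if other replicates fall short; inactive = all replicates below 60% inhibition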;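 note: 0% = neutral control wells and 100% = 4 µM acridine orange control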
DAGLB inhibitor – blocks human DAGLB lipase activity; HEK293T DAGLB membrane lysate, EnzChek fluorogenic substrate; inhibition, % at 5.17 µM; AID 504411; Q8NCG7; 340,000 compounds, 0.059% hits; in the data active = inhibition above about 34%;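 note: 0% = enzyme with vehicle and 100% = wells lacking enzyme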
PKA-R2B activ – activators of human PKA-R2B complex; PKA-R2B holoenzyme dissociation, Cy5-IP20 fluorescence polarization; R2B truncated from residue 108, S112A mutant; 0% DMSO only, 100% 113 µM cGMP; AID 504700; P22694+P31323; activation, % at 11.4 µM; 340,000 compounds, 0.079% hits;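 active = activation above a cutoff set at the mean over all compounds plus 3 SD, cut at about 18% in these data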;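 note: higher means more holoenzyme dissociation and a rise in polarization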
Target sequence (P31323 whole entry, looked up, other chains not shown, the tested form may be a part): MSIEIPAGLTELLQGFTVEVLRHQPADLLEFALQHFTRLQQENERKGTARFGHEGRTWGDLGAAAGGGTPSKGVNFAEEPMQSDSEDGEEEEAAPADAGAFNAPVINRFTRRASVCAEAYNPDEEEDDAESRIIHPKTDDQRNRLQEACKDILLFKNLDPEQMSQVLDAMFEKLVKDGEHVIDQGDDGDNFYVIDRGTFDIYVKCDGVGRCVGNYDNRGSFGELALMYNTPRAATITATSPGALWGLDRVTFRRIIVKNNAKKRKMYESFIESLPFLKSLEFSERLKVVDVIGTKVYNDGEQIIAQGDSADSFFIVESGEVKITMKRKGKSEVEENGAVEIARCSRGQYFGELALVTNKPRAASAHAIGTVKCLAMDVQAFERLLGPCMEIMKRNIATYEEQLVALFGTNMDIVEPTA
Keap1-Nrf2 PPI – inhibitors of human Keap1-Nrf2 protein-protein interaction. Keap1 Kelch-Nrf2 peptide fluorescence polarization, 1536-well. inhibition, % at 9.4 µM. 340,000 compounds, 0.15% hits. AID 504523; in the data active = inhibition above about 12%;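 note: human Keap1 Kelch domain with fluorescein labeled Nrf2 9mer peptide probe; 0% = neutral control wells and 100% = peptide positive control; higher means more block of Keap1 binding to Nrf2 peptide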
Target sequence (Q14145 whole entry, looked up, the tested form may be a part): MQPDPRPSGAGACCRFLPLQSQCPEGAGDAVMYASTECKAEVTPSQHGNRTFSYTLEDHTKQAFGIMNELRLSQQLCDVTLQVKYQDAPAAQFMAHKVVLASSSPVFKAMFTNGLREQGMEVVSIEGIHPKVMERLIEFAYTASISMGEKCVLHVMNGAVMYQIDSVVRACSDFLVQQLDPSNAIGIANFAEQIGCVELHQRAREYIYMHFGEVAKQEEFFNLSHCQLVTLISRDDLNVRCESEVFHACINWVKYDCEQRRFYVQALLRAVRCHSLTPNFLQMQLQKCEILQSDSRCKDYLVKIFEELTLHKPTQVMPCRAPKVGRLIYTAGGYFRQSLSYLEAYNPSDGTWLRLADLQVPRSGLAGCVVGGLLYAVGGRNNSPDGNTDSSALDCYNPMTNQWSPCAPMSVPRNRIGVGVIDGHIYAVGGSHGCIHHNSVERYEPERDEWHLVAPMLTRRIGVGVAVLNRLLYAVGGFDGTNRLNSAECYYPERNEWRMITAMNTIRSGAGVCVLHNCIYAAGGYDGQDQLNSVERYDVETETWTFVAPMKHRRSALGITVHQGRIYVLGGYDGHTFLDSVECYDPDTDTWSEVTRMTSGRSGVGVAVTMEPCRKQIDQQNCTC
Active calls of the source: *; nt = not tested or not shown.

SMILES	Rtt109 HAT inh	CAL PDZ FP-1	cardiac RTF act	CAL PDZ FP-2	Cardiac RTF inh	SR-BI uptake up	LANA DNA inh	DAGLB inhibitor	PKA-R2B activ	Keap1-Nrf2 PPI
O=C(COC(=O)c1ccc(S(=O)(=O)N2CCCC2)cc1)Nc1cccc(Br)c1	1.0	nt	0.7	-0.3	-1.4	6.9	0.3	-2.1	-11.3	2.7
CCOC1=CC(=O)N(Cc2ccccc2)C1	-5.5	69.2*	-1.0	0.3	-2.0	-8.6	-1.7	2.9	-0.3	0.6
c1ccc(COc2nsnc2N2CCOCC2)cc1	-17.2	nt	-4.5	-0.7	-4.7	-8.2	0.0	-6.1	-3.1	-3.0
CCNc1cccc2c1C(=O)N(C)C2=O	-0.3	-0.4	45.6*	-1.8	-67.4	-8.9	0.3	-8.0	-0.9	-0.8
COc1cccc(/C=C2\SC(=S)N(NC(=O)c3ccncc3)C2=O)c1	4.2	nt	-2.2	-0.6	-4.8	2.9	-0.5	2.7	-15.6	-0.1
COc1ccccc1C(=O)Nc1ccc(Oc2nnc(-c3ccc(C)cc3)c3ccccc23)cc1	-26.1	-1.9	8.2	-0.7	2.8	-83.7	-0.6	1.5	0.4	-3.8
Cc1cc(N2CCCC2)ccc1/C=C1/C(=O)N(C)C(=S)N1C	nt	-2.4	9.9	-1.8	-2.1	-1.4	-0.4	5.1	-5.8	-1.7
c1cncc(CNc2ncnc3sccc23)c1	-1.1	1.3	0.3	-1.8	-3.7	18.4	-0.3	-2.6	2.6	-5.4
C=C(C)CN(CC)C(=O)c1ccc(OC2CCN(S(=O)(=O)N(C)C)CC2)cc1	0.4	1.6	4.2	-0.9	3.1	-31.5	0.6	1.7	1.2	0.6
COc1ccc(NC(=O)NCCCN2CCCC2=O)cc1	2.9	-3.9	-2.2	0.8	-7.2	4.3	0.2	-1.7	7.2	1.0
CC(C)(C)/C(O)=C/c1nc2ccccc2[nH]c1=O	-5.4	-2.3	0.4	-0.7	-0.2	21.7	-1.4	-1.6	0.9	5.1
CCN(CC)CCOc1ccccc1OC	-12.7	-4.4	4.8	0.1	-5.7	-2.1	1.6	-1.4	3.9	-3.5
CC12CN3CCN(CC(C3)/C1=N/NC(=O)Nc1ccccc1)C2	-11.6	1.5	-4.4	-2.6	-4.5	47.8	0.0	-0.3	-7.2	-3.7
COc1ccc(C(=O)NCCN2CCN(C(=O)c3ccc(OC)cc3)CC2)cc1	-5.2	-5.9	-0.5	0.0	-4.3	-57.6	-0.7	-0.3	-1.3	0.3
Cc1ccc(S(=O)(=O)CCc2nnc(NC(=O)c3cccs3)s2)cc1	3.0	-2.4	1.9	0.7	-2.3	25.4	-0.1	-4.2	-1.7	-0.3
CCOc1ccccc1CN1CCCC(CNC(=O)Cc2ccc(OC)cc2)C1 (stereo not given)	32.3	-1.6	-4.2	0.7	9.4	2.8	0.2	-0.8	-13.3	0.0
CCCCOCC1CC(CC#CCN2CCCCC2)C(=O)O1 (stereo not given)	-4.7	4.0	-1.6	-0.7	0.4	9.7	1.2	-3.4	4.8	0.0
CNC(=O)Cc1csc2ccc(Cl)cc12	-0.6	-2.5	1.9	0.8	-1.1	-3.8	2.5	1.2	1.7	-2.2
CCN(CC)CC(=O)NCC1(c2ccccc2)CCCC1	-11.2	0.4	1.4	-1.9	-0.7	30.1	-0.6	0.5	-2.9	-1.7
CCC(C)NC(=O)c1ccc2c(SCC(=O)O)c3c(nc2c1)CCCC3 (stereo not given)	-7.1	1.3	7.5	0.0	-4.0	-13.4	0.3	-0.7	-6.9	-10.0
Cc1cc(C)nc(NC2=NCC(=O)N2c2cc(Cl)cc(Cl)c2)n1	7.6	-2.6	2.7	1.3	-9.0	-5.7	-2.0	-2.0	-6.9	1.5
CCOc1ccccc1NC(=O)N1CCCC(c2nc3c(nnn3Cc3ccc(C)cc3)c(=O)[nH]2)C1 (stereo not given)	-5.6	-1.1	-0.7	-3.4	-5.3	-1.1	-0.1	-5.3	-8.3	-5.5
Oc1ccc(-c2cn3c(n2)SCC3)cc1O	-0.2	-3.1	3.9	-0.8	-1.2	18.1	19.9	-0.2	-1.3	-2.8
Cc1ccc(C(=O)Nc2cnc3ccccc3c2)cc1	-5.3	-0.5	1.6	-2.6	-1.6	2.1	0.1	2.7	-3.6	-5.3

Quoted from the listing:
In PKA-R2B activ, `CCOC1=CC(=O)N(Cc2ccccc2)C1` is listed with -0.3
In DAGLB inhibitor, `CC12CN3CCN(CC(C3)/C1=N/NC(=O)Nc1ccccc1)C2` is listed with -0.3
In Rtt109 HAT inh, `CC(C)(C)/C(O)=C/c1nc2ccccc2[nH]c1=O` is listed with -5.4
In DAGLB inhibitor, `CCOc1ccccc1NC(=O)N1CCCC(c2nc3c(nnn3Cc3ccc(C)cc3)c(=O)[nH]2)C1` (stereo not given) is listed with -5.3
In CAL PDZ FP-2, `C=C(C)CN(CC)C(=O)c1ccc(OC2CCN(S(=O)(=O)N(C)C)CC2)cc1` is listed with -0.9
In Rtt109 HAT inh, `COc1cccc(/C=C2\SC(=S)N(NC(=O)c3ccncc3)C2=O)c1` is listed with 4.2

Additional compounds.
SMILES	Rtt109 HAT inh	CAL PDZ FP-1	cardiac RTF act	CAL PDZ FP-2	Cardiac RTF inh	SR-BI uptake up	LANA DNA inh	DAGLB inhibitor	PKA-R2B activ	Keap1-Nrf2 PPI
CN=C1N(C)C[C@@H]2[C@@H]3C(=O)N(C)C(=O)[C@@H]3[C@](C)(C(=O)OC)N12	-3.3	-4.5	4.2	-0.4	-10.7	17.5	-1.4	-2.5	-1.1	-0.1
O=P(Cc1cccc2ccccc12)(c1ccccc1)c1ccccc1	6.8	nt	-4.3	-0.9	2.7	15.5	-0.3	-5.4	4.3	-0.7
O=C1CCCCC(=O)c2ccccc2N1	5.5	1.1	-3.4	0.6	-8.3	13.8	-0.2	3.9	-8.1	-4.1
O=C(CCCn1ncn2c(cc3occc32)c1=O)NCc1cccc(Cl)c1	7.0	-2.4	0.6	-2.0	-6.0	1.4	0.7	0.6	-8.2	-7.4
CC(=O)c1c(C)[nH]c(C(=O)C(C)Sc2nnc(NC3CC3)s2)c1C (stereo not given)	-3.7	-8.5	0.2	-0.8	0.3	-11.1	1.3	1.0	9.8	-2.7
COc1ccc(NC(=O)c2ccc3c(c2)OCO3)cc1Cl	-3.1	0.4	-3.9	-3.1	-13.6	-26.3	-0.7	-2.4	6.0	-4.4
c1ccc2c(Cn3ccnc3)c[nH]c2c1	nt	-1.4	-0.1	-1.1	-8.7	7.9	-0.2	-0.9	-12.3	3.5
NS(=O)(=O)c1ccc(N/N=C/C=C/c2ccccc2[N+](=O)[O-])cc1	3.4	-3.3	-3.0	0.7	-4.8	-48.3	0.7	18.3	-3.5	-5.4
Cc1csc(NC(=O)CSc2nc3sc(C)c(C)c3c(=O)[nH]2)n1	0.8	-2.4	1.7	-2.6	-1.1	-3.4	-0.5	12.7	10.0	-6.5
CCN1C(=O)/C(=C\c2cn(-c3ccccc3)nc2-c2cccnc2)SC1=S	2.4	-2.4	-1.4	16.8	-7.0	-15.7	-2.0	-1.1	-6.2	-1.9
Cc1occc1C(=O)NNC(=S)NCc1ccc(Cl)cc1	-0.1	nt	5.3	-1.1	-1.8	20.4	-0.5	1.1	-5.2	-3.0
COc1ccc(CN2CCOCCOCCOCCOCC2)cc1	8.1	-3.5	-1.2	-0.3	-3.0	8.4	-1.2	-1.9	-2.5	-4.3
O=C1/C(=C/c2ccc(O)c(O)c2)SC(=S)N1Nc1ccccc1	36.3	13.5	-5.7	-4.0	0.8	-39.2	-6.5	40.0*	7.8	-26.0
O=C(NC1CCCCCC1)c1ccc2nc3cc(Cl)ccc3c(=O)n2c1	-3.1	1.5	6.1	-1.2	-11.8	-14.0	0.8	-1.6	3.4	-10.7
CCc1ccccc1N/C(=N\S(=O)(=O)c1ccccc1)C(F)(F)F	0.8	-2.2	-0.7	-0.3	6.5	52.5	1.2	0.9	-10.0	-4.3
CC1(NC(=O)Cc2csc(-c3cccc(Cl)c3)n2)CCS(=O)(=O)C1 (stereo not given)	-4.4	nt	0.4	-1.3	-7.7	-1.6	0.9	2.3	3.7	-1.2
CCOC(=O)N1CCN(C(=O)c2ccc(Cl)nc2)CC1	15.0	-1.8	2.6	-0.2	2.8	-0.3	-0.4	-0.2	2.8	1.5
Cc1nc(-c2ccc([N+](=O)[O-])cc2)sc1C(=O)O	-2.2	-3.6	5.4	-1.4	-2.3	24.9	-0.4	0.7	2.6	2.0
O=C(Nc1ccc(-c2nc3ncccc3o2)cc1)c1ccc([N+](=O)[O-])o1	-8.4	2.3	1.0	-1.7	-4.5	-0.5	1.9	0.1	9.7	0.5
Cc1ccc(S(=O)(=O)C/N=C(/NC(=S)N(c2ccccc2)c2ccccc2)c2ccccc2)cc1	-5.9	-1.1	5.0	-2.0	-1.2	5.5	0.6	-0.9	4.3	-6.2
CCc1occc(=O)c1Oc1cc(NN2CCCCC2)c([N+](=O)[O-])cc1[N+](=O)[O-]	-27.5	-1.8	4.6	0.1	-10.7	-0.5	4.4	3.7	0.6	-6.3
N#CC1=C(N2CCCCC2)c2cc3c(n2C1=O)CCCC3	3.5	-1.6	-3.5	-2.1	-8.2	-38.0	0.4	1.7	-3.3	-2.9
N#C/C(=C\c1ccccc1)C(=O)NNS(=O)(=O)c1cccc([N+](=O)[O-])c1	-1.0	-7.0	-10.0	-1.1	-3.5	6.3	0.4	4.8	-7.6	0.6
COc1ccc(NC(=O)CSc2nnc(NC(=O)c3ccco3)s2)cc1OC	-1.2	-4.3	-0.2	0.4	-3.8	10.5	-2.4	-0.2	4.1	5.5
COc1ccc(C2Nc3ccccc3NC3=C2C(=O)CC(C)(C)C3)cc1O (stereo not given)	10.9	1.1	1.7	8.4	-6.1	16.8	6.3	-1.3	-1.1	4.0
CCCCCn1c(=O)c2ccccc2n2c(=S)[nH]nc12	3.0	0.7	2.0	-1.8	-6.8	nt	-0.6	3.2	3.0	6.3
CCCCCCCCCCCCCCCC(=O)NCCO	13.5	-2.9	10.9	-0.4	14.8	2.1	0.5	0.0	8.4	-3.7
Cn1c(=NC(=O)CSCC(=O)N2CCOCC2)sc2ccccc21	8.5	-0.6	-5.8	-0.2	-8.1	-0.7	0.2	0.2	-8.2	-3.1
Cc1ccc(N(CC(=O)Nc2cc(Cl)ccc2Oc2ccccc2)S(C)(=O)=O)c(C)c1	9.1	nt	-0.4	-0.7	-6.2	-50.8	0.4	-8.3	-10.8	-2.0

Compound profiles, from the list above. Order of screens: Rtt109 HAT inh | CAL PDZ FP-1 | cardiac RTF act | CAL PDZ FP-2 | Cardiac RTF inh | SR-BI uptake up | LANA DNA inh | DAGLB inhibitor | PKA-R2B activ | Keap1-Nrf2 PPI
`CCNc1cccc2c1C(=O)N(C)C2=O` is entered as -0.3 | -0.4 | 45.6* | -1.8 | -67.4 | -8.9 | 0.3 | -8.0 | -0.9 | -0.8
`O=C(NC1CCCCCC1)c1ccc2nc3cc(Cl)ccc3c(=O)n2c1` is entered as -3.1 | 1.5 | 6.1 | -1.2 | -11.8 | -14.0 | 0.8 | -1.6 | 3.4 | -10.7
